Compound activity as filed in PubChem BioAssay.
Yfh1-depleted yeast = enhancers of respiration in Yfh1-depleted yeast, dose response, Friedreich's ataxia, plus single-dose screen (AID 1465); S. cerevisiae Yfh1-off respiration, WST-1 reduction, 72 h; higher fold induction means a stronger effect; fold induction at 50 µM; hits with a dose series show EC50 in µM; hit rate 0.074% among 220,000;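 active means fold induction of absorbance versus untreated yeast above a set limit, then at least 30% activation at any dose in follow-up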;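 further: activators that raise dye reduction in frataxin-depleted yeast; strong numbers were not always called active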
WT yeast gro inh = growth inhibition of WT yeast, mitochondrial fusion screen; mitochondrial fusion phenotypic screen, WT strain; hit rate 2.1% among 190,000; inhibition, % at 10 µM; AID 1362; in the data active means inhibition above about 58%; tested in S. cerevisiae
Dynein transport = dynein cargo transport inhibition. 3617.4 mouse cells, GR-EGFP nuclear translocation imaging; test concentration mostly 20 µM; stimulated with dexamethasone, 1 µM; stronger effect = lower value. AID 1381. hit rate 0.47% among 220,000. z-score, hits read low;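 active means plate z-score of nuclear minus cytoplasmic receptor signal below a set negative limit, without overly bright fluorescence or cell loss, cut at about -3.5 in these data, passing the limit was not always enough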;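 further: z-score of nuclear minus cytoplasmic ring GR-EGFP intensity difference per well; some compounds called inactive have numbers as strong as hits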
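Also added – dexamethasone, 1.0 µM final · Buffer or medium – tet-free, stripped-serum medium · Schedule – induction 48 h, compound 1 h, agonist 30 min · Detection – formaldehyde fixation, Hoechst nuclear stain, 10x automated fluorescence imaging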
T cell HTS = T cell immune modulators affecting CD8 T cell-vesicle binding | hit rate 0.068% among 330,000 | 2C CD8+ T cell-vesicle binding, flow cytometry; stronger effect = lower value | AID 2052 | calls only at 7 µM;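 active means response, share of CD8 T cells binding vesicles, and their 90th percentile fluorescence all below set limits, cut at about 80% in these data, passing the limit was not always enough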
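Benchmarks: naked versus QL9-loaded vesicles / Assay system: purified 2C TCR transgenic mouse naive CD8+ T cells / Technique: high-throughput flow cytometry with anti-B7-1 and anti-CD8 staining / Timing: Cell–vesicle co-incubation 1.5 h at 37 °C, staining 20 min on ice / Read-out: percent CD8+ FL2 mean versus row control / Probe or stimulus: QL9-loaded Drosophila micro-vesicles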
Autophagy mod = alters autophagy in cells. MEF GFP-LC3 puncta imaging; test concentration mostly 10 µM. calls only at 10 µM (by protocol). hit rate 0.98% among 190,000;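 active means percentage of spot-positive cells more than 3 SD above its plate mean, without a fluorescence outlier flag or 80% toxicity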;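 further: spot-positive cell cutoff set from DMSO-treated cells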
P. falciparum M17LAP = P. falciparum M17LAP inhibitors, primary screen, biochemical, fluorogenic H-Leu-NHMec substrate, 1536-well (AID 1619); recombinant M17LAP, H-Leu-NHMec fluorogenic kinetic assay; higher % means a stronger effect; inhibition, % at 30 µM, or IC50 in µM where a hit was titrated; hit rate 0.38% among 220,000;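 active means compound inhibiting the enzyme by more than half at any dose during confirmatory dose-response retesting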;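 further: plate controls were full reaction with DMSO carrier for no effect and no enzyme background for full effect; strong numbers were not always called active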
bCat nuc transl = alters nuclear translocation of beta-catenin in HeLa cells; immunofluorescence imaging; nuclear translocation activity, % at 5 µM; hit rate 0.3% among 190,000; AID 1665;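 active means nuclear translocation activity above 50% at 5 µM, with a well cell count of 50 or more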;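 further: per-cell ratio of nuclear to cytoplasmic median beta-catenin stain intensity; plate controls were DMSO negative control for no effect and GSK-3 inhibitor IX positive control for full effect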
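Test system: human HeLa cells, endogenous beta-catenin. Times: 24 h compound exposure, 37°C. Measured by: beta-catenin immunofluorescence imaging with DAPI.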
M1AAP inhibition = P. falciparum M1AAP inhibitors, biochemical, fluorogenic H-Leu-NHMec substrate, 1536-well (AID 1445); recombinant M1AAP, H-Leu-NHMec fluorogenic kinetic assay; higher % means a stronger effect; inhibition, % at 30 µM, or IC50 in µM where a hit was titrated; hit rate 0.42% among 220,000;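 active means primary inhibition above the hit cutoff, then over 50% inhibition at one or more dose response concentrations, cut at about 23% in these data, passing the limit was not always enough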;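 further: plate controls were DMSO full reaction for no effect and no enzyme background for full effect; strong numbers were not always called active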
MT stabilize HCS = microtubule stabilizers in HeLa cells; % tubulin-high responders, % at 10 µM; hit rate 0.83% among 200,000; HeLa tubulin immunostaining HCS, 24 h; share of cells brighter than vehicle mean+2SD;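 active means plate Z-score above 3 for both tubulin-high and condensed-nucleus cell shares, with cell loss under 80%, at 10 µM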;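 further: anti alpha tubulin signal scored within the nucleus-defined area of each cell; some results filed as inactive read as strong as hits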
WT yeast gro inh mutant strain = also measured in WT yeast gro inh; calls as there; inhibition, %; mitochondrial fusion phenotypic screen, mutant strain inhibition
Dynein transport cytoplasmic EGFP = also measured in Dynein transport; calls as there; z-score; measured here: cytoplasmic GR-EGFP intensity; stronger effect = higher value
Dynein transport nuclear GR-EGFP = also measured in Dynein transport; calls as there; z-score; measured here: nuclear GR-EGFP intensity;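 lower value marks the stronger effect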
Dynein transport cell count = second read-out of Dynein transport, no call of its own (marks repeat the call); z-score; measured here: cell count per field
bCat nuc transl cell count 5 µM = further read-out of bCat nuc transl, marked with its call; cell count; measured here: cell count, cytotoxicity flag
T cell HTS vesicle-bound % = further read-out of T cell HTS, marked with its call; double positive events, %; measured here: CD8+ vesicle-bound cell fraction;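 binding gate set so that unloaded-vesicle control wells show 10% double positive cells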
MT stabilize HCS Hoechst-high % = further read-out of MT stabilize HCS, marked with its call; % Hoechst-high responders; measured here: nuclear condensation Hoechst responders;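 share of cells brighter than vehicle mean plus two SD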
MT stabilize HCS cytotoxicity % = also measured in MT stabilize HCS; calls as there; toxicity, %; measured here: cytotoxicity by cell density;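 0% = mean cell density of plate MIN control wells and 100% = no cells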
Autophagy mod cell loss 18 h = further read-out of Autophagy mod, marked with its call; toxicity, %; measured here: cell loss, nuclei count;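 cell loss after 18 h compound exposure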
* marks the source's active call; other numbers are inactive results; i = inactive; · = no result given; + = active, no number. Hits appear at their usual frequency; 4.4% or so of the library scored in one or more.

SMILES	Yfh1-depleted yeast	WT yeast gro inh	WT yeast gro inh mutant strain	Dynein transport	Dynein transport cytoplasmic EGFP	Dynein transport nuclear GR-EGFP	Dynein transport cell count	T cell HTS	T cell HTS vesicle-bound %	Autophagy mod	Autophagy mod cell loss 18 h	P. falciparum M17LAP	bCat nuc transl	bCat nuc transl cell count 5 µM	M1AAP inhibition	MT stabilize HCS	MT stabilize HCS Hoechst-high %	MT stabilize HCS cytotoxicity %
Cc1cccc(C)c1Nc1nnc(SCC(=O)NC2CCS(=O)(=O)C2)s1 (stereo unspecified)	i	-21	-12	-0.45	-0.31	-0.54	0.64	i	39	i	-5	3%	1.1	973	0%	6.8	3.0	5.0
COc1ccc(-c2c(C#N)c(SCC(=O)Nc3ccccc3)nc3c2CCCC3)cc1	i	·	·	0.59	-0.067	0.76	-2.9	i	29	i	6	·	·	·	·	2.3	0.9	6.4
CC1(C(=O)NC2CCCC2)CCC(=O)N1Cc1ccc2c(c1)OCO2 (stereo unspecified)	i	-14	-7	2.2	-0.4	0.51	-0.83	i	62	i	-34	-4%	-6.9	1037	4%	6.0	2.4	20
COCc1cc(C)nc(OC)c1C(N)=O	i	11	14	0.84	-0.16	0.78	-1	i	40	i	6	-3%	4.6	984	-10%	2.3	2.1	1.3
CSc1ccc(CN(C)CC(=O)NCc2ccccc2)cc1	i	2	9	-0.93	-0.22	0.24	-1.2	i	46	i	11	1%	-1.1	1025	3%	1.6	1.6	5.7
COc1ccc(CN2CCN(c3cccc(C)c3C)CC2)cc1OC	i	14	7	-0.11	-0.26	0.33	0.83	i	47	i	12	12%	·	·	3%	3.3	1.6	4.5
CCCN(CCC)C(=O)Cn1c(=O)n(CCCC(=O)NCc2ccco2)c(=O)c2sccc21	i	1	6	-0.54	-0.28	-0.68	-0.61	i	40	i	1	3%	0.0	1093	1%	3.7	2.0	5.5
COc1ccc(C)cc1NC(=O)COC(=O)C1CC1	i	8	6	3.4	0.15	2.6	-2.3	i	23	i	-4	3%	-3.0	1270	3%	1.5	1.1	6.9
CCC(C)NC(=O)C(Sc1ccccc1)c1ccccc1 (stereo unspecified)	i	-6	-5	0.29	-0.24	0.18	0.54	i	46	i	10	6%	0.6	1014	-2%	1.2	0.8	3.6
COCCCn1c(SCc2nnc(-c3ccc(OC)c(OC)c3)o2)nnc1-c1ccncc1	i	-13	-1	-0.72	-0.23	-0.58	0.98	i	38	i	-11	3%	-3.2	619	9%	3.2	2.7	3.4
COc1ccc(OC)c(S(=O)(=O)NCCc2ccccc2)c1	i	7	0	-0.26	-0.025	-0.011	0.65	i	30	i	2	-8%	3.5	1088	-1%	1.9	4.1	5.5
O=C(Cn1nc(C(F)F)cc1C(F)F)NNC(=S)Nc1ccc(F)cc1	i	-11	-6	0.17	-0.16	0.51	0.74	i	17	i	-3	11%	-5.4	1240	-10%	1.7	1.0	9.2
O=C(CSc1nc2ccccc2o1)Nc1nc2ccccc2s1	i	15	-2	-0.56	0.27	0.038	0.031	i	22	i	-7	-2%	1.6	1455	-1%	2.6	2.1	11
O=C(NCC1CCCO1)/C(=C/c1ccc(Cl)cc1)NC(=O)c1ccccc1 (stereo unspecified)	i	-5	-3	0.093	-0.24	0.1	-0.8	i	29	i	5	6%	0.4	1053	-4%	3.9	2.7	8.9
CCCCCCCc1nn2c(=O)cc(O)nc2s1	i	-11	17	-1	-0.23	-0.57	0.32	i	26	i	11	17%	-0.6	956	8%	3.3	2.2	4.6
O=C(NCc1cccnc1)Nc1ccccc1	i	-12	-10	0.58	-0.14	-0.36	0.93	i	58	i	42	11%	-2.3	1074	3%	2.6	2.1	6.8
Cc1ccc2nc(NC(=O)c3ccc(N4C(=O)CCC4=O)cc3)sc2c1	i	-2	-33	-0.42	-0.12	-0.23	0.53	i	41	i	-13	23%	-2.7	1004	22%	1.3	1.4	9.6
Cc1ccc(-c2ccc(=O)n(CC(=O)NCCCN3CCCCC3)n2)cc1	i	-17	-7	-0.3	0.061	-0.072	0.4	i	23	i	0	-3%	0.1	1392	-1%	1.0	1.5	9.5
CC(=O)Nc1ccc(-c2nnn(CC(=O)Nc3ccc4c(c3)OCO4)n2)cc1Cl	i	-11	7	-0.24	-0.32	-0.097	0.25	i	54	+	9.4*	11%	-2.5	1121	12%	5.2	1.9	10
CCc1ccc(NC(=O)Cn2nnc(-c3ccc(C)cc3-n3cnnn3)n2)cc1	i	·	·	-0.95	-0.23	-0.069	0.21	i	20	·	·	-7%	0.2	1347	2%	·	·	·
CCC(CC)C1C(C#N)=C(N)Oc2n[nH]c(-c3ccccc3)c21 (stereo unspecified)	i	4	1	-0.83	-0.27	-0.55	0.84	i	27	i	13	12%	5.3	1099	-3%	5.3	2.3	1.3
CCOC(=O)COc1cc2c(C(=O)OCC)c(C)oc2cc1Br	i	5	0	-0.49	-0.18	-0.12	0.55	i	42	i	0	13%	-1.8	936	2%	2.0	1.7	6.3
CCC(NC(=O)CCc1ccccc1)c1ccccc1 (stereo unspecified)	i	4	2	0.26	-0.29	0.76	-0.049	i	64	i	-12	-4%	2.1	1026	6%	2.1	3.2	9.5
CCOC(=O)c1[nH]c2ccccc2c1NC(=S)Nc1ccccc1C	·	9	12	0.34	-0.21	0.96	0.037	i	41	i	31	6%	1.8	513	-3%	3.1	1.3	8.3
COc1cccc(-n2c(SCC(=O)NC(C)(C)C)nnc2-c2ccoc2C)c1	i	12	-8	1	0.013	1.6	-1.7	i	57	i	-11	3%	-7.9	937	3%	5.3	3.0	11

The final 6 compounds of the section before are carried over, then new ones follow.
SMILES	Yfh1-depleted yeast	WT yeast gro inh	WT yeast gro inh mutant strain	Dynein transport	Dynein transport cytoplasmic EGFP	Dynein transport nuclear GR-EGFP	Dynein transport cell count	T cell HTS	T cell HTS vesicle-bound %	Autophagy mod	Autophagy mod cell loss 18 h	P. falciparum M17LAP	bCat nuc transl	bCat nuc transl cell count 5 µM	M1AAP inhibition	MT stabilize HCS	MT stabilize HCS Hoechst-high %	MT stabilize HCS cytotoxicity %
CCc1ccc(NC(=O)Cn2nnc(-c3ccc(C)cc3-n3cnnn3)n2)cc1	i	·	·	-0.95	-0.23	-0.069	0.21	i	20	·	·	-7%	0.2	1347	2%	·	·	·
CCC(CC)C1C(C#N)=C(N)Oc2n[nH]c(-c3ccccc3)c21 (stereo unspecified)	i	4	1	-0.83	-0.27	-0.55	0.84	i	27	i	13	12%	5.3	1099	-3%	5.3	2.3	1.3
CCOC(=O)COc1cc2c(C(=O)OCC)c(C)oc2cc1Br	i	5	0	-0.49	-0.18	-0.12	0.55	i	42	i	0	13%	-1.8	936	2%	2.0	1.7	6.3
CCC(NC(=O)CCc1ccccc1)c1ccccc1 (stereo unspecified)	i	4	2	0.26	-0.29	0.76	-0.049	i	64	i	-12	-4%	2.1	1026	6%	2.1	3.2	9.5
CCOC(=O)c1[nH]c2ccccc2c1NC(=S)Nc1ccccc1C	·	9	12	0.34	-0.21	0.96	0.037	i	41	i	31	6%	1.8	513	-3%	3.1	1.3	8.3
COc1cccc(-n2c(SCC(=O)NC(C)(C)C)nnc2-c2ccoc2C)c1	i	12	-8	1	0.013	1.6	-1.7	i	57	i	-11	3%	-7.9	937	3%	5.3	3.0	11
O=C(O)c1ccccc1CSc1nc2ccccc2o1	i	-11	-24	-0.33	-0.23	-0.08	1.2	i	39	i	-9	-4%	-0.7	1393	2%	3.4	1.9	4.9
FC(F)C(F)(F)c1cc(-c2ccc(Cl)cc2)n[nH]1	i	·	·	0.58	-0.06	0.48	-3.5	i	19	·	·	8%	-0.5	1304	0%	·	·	·
Cc1ccc(C(=O)c2cncc(Br)c2)cc1	i	-8	1	-0.25	-0.23	-0.15	1.2	i	33	i	-2	-9%	-1.3	1140	10%	4.3	2.5	1.7
COC(=O)C1=C(C)OC(N)=C(C#N)C1c1c(C)nn(C)c1C (stereo unspecified)	i	-4	-8	-0.43	-0.24	0.38	0.32	i	47	i	21	7%	-1.1	517	-1%	2.1	3.2	5.4
O=C(NCC1COCCO1)C1CCN(S(=O)(=O)c2ccccc2)CC1 (stereo unspecified)	i	9	7	-0.55	-0.25	-0.072	0.084	i	18	i	2	2%	1.1	1053	0%	1.4	2.0	6.5
COc1ccc(CC(=O)OCn2nnc3ccccc3c2=O)cc1OC	i	·	·	-1.1	-0.25	-0.22	1	i	31	·	·	15%	-1.6	1296	6%	·	·	·
